BaF3 tox: counter-screen for JAK2V617F inhibitors: parental Ba/F3 viability inhibitors; CellTiter-Glo ATP luminescence; inhibition, % at 5.6 µM; hit rate 1.1% among 220,000;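 active = inhibition above a per-campaign cutoff, the mean inhibition of all tested compounds plus 3 SD, cut at about 27% in these data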;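 note: 0% = DMSO wells and 100% = JAK Inhibitor I control wells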
Ba/F3 V617F tox: reduce viability of Ba/F3 cells dependent on JAK2V617F | inhibition, % at 5.6 µM | AID 1446 | Ba/F3 EpoR-JAK2V617F viability, ATP luminescence | hit rate 1.1% among 220,000;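 active = inhibition above the campaign mean plus 3 SD over all tested compounds, cut at about 24% in these data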;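 note: cytokine-independent growth of Ba/F3 cells driven by EpoR plus mutant JAK2; 0% = DMSO-treated cells and 100% = JAK inhibitor I control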
NPY-Y1 PAM-ag: potentiators or agonists of human neuropeptide Y receptor Y1 | NPY-Y1 expressing cells, potentiator/agonist activation | activation, % at 3.6 µM | hit rate 0.37% among 220,000 | AID 1304; in the data active = activation above about 33%, passing the limit was not always enough;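 note: cells stimulated with NPY at EC10 then isoproterenol at EC100; 0% = low agonist plus stimulus and 100% = saturating agonist plus stimulus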
Target sequence (P25929 whole entry, looked up): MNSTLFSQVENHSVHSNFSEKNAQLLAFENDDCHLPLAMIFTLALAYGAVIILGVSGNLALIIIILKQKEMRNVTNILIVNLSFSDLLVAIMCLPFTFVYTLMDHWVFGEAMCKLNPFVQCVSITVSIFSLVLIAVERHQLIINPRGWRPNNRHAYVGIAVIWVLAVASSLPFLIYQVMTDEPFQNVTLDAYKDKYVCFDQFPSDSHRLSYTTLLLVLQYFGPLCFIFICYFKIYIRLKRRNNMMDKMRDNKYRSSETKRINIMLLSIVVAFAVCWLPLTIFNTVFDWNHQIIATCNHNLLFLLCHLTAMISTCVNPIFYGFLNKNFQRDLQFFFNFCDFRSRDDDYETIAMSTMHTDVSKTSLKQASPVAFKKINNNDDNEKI
S1P4 antag: human S1P4 receptor antagonism | inhibition, % at 4.98 µM | S1P4-expressing cells, antagonist mode, reporter read-out | AID 1510 | hit rate 0.26% among 220,000; in the data active = inhibition above about 29%;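 note: 0% = wells stimulated with agonist and 100% = vehicle wells without agonist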
NPY-Y2 PAM-ag: human NPY-Y2 potentiation or agonism, primary screen; P49146; cells expressing NPY-Y2, potentiator/agonist read-out; activation, % at 3.6 µM; hit rate 0.45% among 220,000; AID 1359; in the data active = activation above about 27%;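 note: cells stimulated with NPY near EC25 plus isoproterenol at EC100; 0% = vehicle plus submaximal agonist and 100% = vehicle plus saturating agonist; some results beyond the cut were filed as inactive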
Target sequence (P49146 whole entry, looked up): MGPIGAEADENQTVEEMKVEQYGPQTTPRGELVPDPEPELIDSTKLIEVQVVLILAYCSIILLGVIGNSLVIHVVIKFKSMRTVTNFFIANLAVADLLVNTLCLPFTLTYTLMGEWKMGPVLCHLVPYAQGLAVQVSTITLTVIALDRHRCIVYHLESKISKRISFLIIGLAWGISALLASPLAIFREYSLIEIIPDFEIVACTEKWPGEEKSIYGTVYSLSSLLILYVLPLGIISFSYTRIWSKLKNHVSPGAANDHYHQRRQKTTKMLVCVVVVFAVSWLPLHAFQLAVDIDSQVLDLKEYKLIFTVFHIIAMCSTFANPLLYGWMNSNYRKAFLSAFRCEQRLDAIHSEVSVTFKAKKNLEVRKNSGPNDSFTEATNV
S1P4 ag: agonists of human S1P4 receptor; O95977; S1P4-expressing cell line, agonist reporter assay; activation, % at 4.98 µM; hit rate 0.35% among 220,000; AID 1509; in the data active = activation above about 11%;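 note: 0% = DMSO vehicle and 100% = reference agonist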
NPY-Y1 antag: NPY-Y1 (human) receptor antagonism; P25929; HEK293-CNG Y1 cells, membrane potential fluorescence; NPY at EC95, then isoproterenol; inhibition, % at 3.6 µM; hit rate 1% among 200,000; AID 1040;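 active = inhibition above the campaign mean inhibition of all tested compounds plus 3 SD, cut at about 20% in these data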;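 note: 0% = DMSO wells given NPY plus isoproterenol and 100% = isoproterenol alone without NPY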
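Material: HEK293 Y1/CNG channel cell line; also added: NPY (25 nM), isoproterenol (1 µM), Ro 20-1724 (25 µM); doses: one concentration, 3.6 µM, in 0.4% DMSO; schedule: compound incubation 1 h at room temperature, readout 45 min post-stimulation; technique: membrane potential fluorescence; measure: fluorescence ratio normalized to % inhibition between controls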
Runt-CBFb FRET: Runt domain-CBFb interaction inhibition | Q01196+Q13951 | Cerulean-Runt/Venus-CBFb FRET ratio 530/480, 1 h | inhibition, % at 20 µM | hit rate 0.46% among 220,000;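 active = inhibition over about 50% at 20 µM in the single-dose screen, limit read from the data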;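 note: 0% = DMSO wells and 100% = excess unlabeled CBFb competitor control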
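System: Cerulean-labeled Runt domain protein | Quantity: 100 nM of each labeled protein | Schedule: 1 h compound exposure, room temperature | Detection: Fluorescence energy transfer, 422 nm excitation, 530/480 nm emission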
RBBP9 inhibitor: human RBBP9 hydrolase inhibition. hit rate 0.2% among 220,000. O75884. inhibition, % at 7.94 µM. recombinant RBBP9, FP-Rh probe fluorescence polarization;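 active = inhibition above the campaign mean of all tested compounds plus 3 SD, cut at about 14% in these data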;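 note: plate controls were DMSO wells with RBBP9 for no effect and wells lacking RBBP9 protein for full effect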
Target sequence (O75884 whole entry, looked up): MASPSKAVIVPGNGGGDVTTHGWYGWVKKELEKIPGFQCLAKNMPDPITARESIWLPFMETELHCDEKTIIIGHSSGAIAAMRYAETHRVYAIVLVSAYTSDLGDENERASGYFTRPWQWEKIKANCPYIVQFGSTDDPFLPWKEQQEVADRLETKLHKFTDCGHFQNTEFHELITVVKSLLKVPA
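Test system – recombinant human RBBP9 · Input – RBBP9 2.5 µM in dispensing solution, pre-mixing · Medium – Tris buffer pH 8.0, NaCl, Pluronic · Schedule – preincubation 30 min plus labeling 45 min at 25 °C · Measured by – fluorescence polarization · Measure – % inhibition · Controls – DMSO and no-protein wells · Replicates – one well per compound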
The depositor's hits bear a star; x = no result given.

Order of results – BaF3 tox	Ba/F3 V617F tox	NPY-Y1 PAM-ag	S1P4 antag	NPY-Y2 PAM-ag	S1P4 ag	NPY-Y1 antag	Runt-CBFb FRET	RBBP9 inhibitor
> CCOC(=O)CCNC(=O)N1CCCC(CNS(=O)(=O)c2cccs2)C1 (configuration not stated)
 : 3	2	-5	-4	0	2.5	3	0	-2
> CCOc1cc(NC(=S)NCCCN2CCOCC2)c(OCC)cc1NC(=O)C(C)C
 : 5	1	-20	-18	11	0.5	0	-2	-9
> O=C1OCC2=C1C(c1ccccc1)CC(=O)N2c1cccc(F)c1 (configuration not stated)
 : 12	5	6	11	-7	0.3	7	1	7
> CCN1CCN(Cc2ccc(NC(=O)Nc3ccc(SC)cc3)cc2)CC1
 : 0	0	12	-11	16	1.1	-8	0	1
> C/C(CCC(C)C)=N\Nc1cc(C)c2ccccc2n1
 : 0	1	-5	4	7	-0.5	4	2	-7
> Cc1cc(C)n(-c2nc3ccccc3nc2N2CCC(C)CC2)n1
 : 2	-2	2	-1	-3	0.6	11	12	-6
> C=CCn1c(=O)c(C(=O)NCCNCC)c(O)c2ccccc21
 : 0	-2	-30	-4	-19	1.1	4	1	4
> COc1ccc(-c2cn(-c3ccc(C)cc3)c(=O)n2CC(=O)Nc2cccc(F)c2)cc1
 : 3	1	11	-8	-1	0.5	-3	1	-5
> CN(C)S(=O)(=O)Oc1ccsc1C(=O)Nc1cccc(Cl)c1Cl
 : 8	-2	8	4	5	-1.0	1	-3	-13
> CCCC(=O)Nc1ccc(C(=O)Nc2nnc(COCC)s2)cc1
 : 2	-5	0	-8	-6	-0.7	-8	0	-8
> COc1ccccc1NS(=O)(=O)c1cc(N2Cc3ccccc3C2=N)ccc1N1CCOCC1
 : 6	2	-7	-5	-6	1.0	2	4	0
> O=C(CSc1nnc2scc(-c3ccccc3)n12)N1CCCc2ccccc21
 : 0	-3	15	5	18	-0.2	1	0	1
> Nc1nnc(SCc2cn3cc(Cl)ccc3n2)s1
 : -4	-2	-14	-5	-8	2.2	2	1	-3
> COc1ccc(OC)c(/C=C/C(=O)NCCc2nc3ccccc3[nH]2)c1
 : 2	-2	5	-10	-7	0.7	x	0	-10
> Cc1ccccc1N1C(S)=C(C#N)C(=O)NC1c1cccs1 (configuration not stated)
 : 1	-4	-32	-3	3	0.5	1	2	-6
> CC(=O)Nc1ccccc1Sc1ccccc1
 : 5	-2	-8	-7	-5	0.6	-7	1	-5
> Cn1cc([N+](=O)[O-])c(C(=O)NCc2cc3ccccc3[nH]2)n1
 : 3	0	5	-23	-9	5.7	-4	-3	-8
> O=C(/C=C/c1ccco1)NC(=S)Nc1cc(-c2nc3ccccc3s2)ccc1Cl
 : 3	-3	-7	-8	4	0.3	-2	8	-4
> COC(=O)CC1C(=O)NC2CCCCC2N1C(=O)c1ccccc1 (configuration not stated)
 : 3	2	3	-7	-16	-1.2	1	4	-2
> C#CC[N+](C)(C)CCCCCCCC
 : 43*	66*	1	-7	1	-1.8	-2	2	-3

Not a retest: an excerpt of the list.
Order of results – BaF3 tox	Ba/F3 V617F tox	NPY-Y1 PAM-ag	S1P4 antag	NPY-Y2 PAM-ag	S1P4 ag	NPY-Y1 antag	Runt-CBFb FRET	RBBP9 inhibitor
> Cc1cc(C)n(-c2nc3ccccc3nc2N2CCC(C)CC2)n1
 : 2	-2	2	-1	-3	0.6	11	12	-6
> C=CCn1c(=O)c(C(=O)NCCNCC)c(O)c2ccccc21
 : 0	-2	-30	-4	-19	1.1	4	1	4
> COc1ccc(-c2cn(-c3ccc(C)cc3)c(=O)n2CC(=O)Nc2cccc(F)c2)cc1
 : 3	1	11	-8	-1	0.5	-3	1	-5
> CN(C)S(=O)(=O)Oc1ccsc1C(=O)Nc1cccc(Cl)c1Cl
 : 8	-2	8	4	5	-1.0	1	-3	-13
> CCCC(=O)Nc1ccc(C(=O)Nc2nnc(COCC)s2)cc1
 : 2	-5	0	-8	-6	-0.7	-8	0	-8
> COc1ccccc1NS(=O)(=O)c1cc(N2Cc3ccccc3C2=N)ccc1N1CCOCC1
 : 6	2	-7	-5	-6	1.0	2	4	0
> O=C(CSc1nnc2scc(-c3ccccc3)n12)N1CCCc2ccccc21
 : 0	-3	15	5	18	-0.2	1	0	1
> Nc1nnc(SCc2cn3cc(Cl)ccc3n2)s1
 : -4	-2	-14	-5	-8	2.2	2	1	-3
> COc1ccc(OC)c(/C=C/C(=O)NCCc2nc3ccccc3[nH]2)c1
 : 2	-2	5	-10	-7	0.7	x	0	-10
> Cc1ccccc1N1C(S)=C(C#N)C(=O)NC1c1cccs1 (configuration not stated)
 : 1	-4	-32	-3	3	0.5	1	2	-6
> CC(=O)Nc1ccccc1Sc1ccccc1
 : 5	-2	-8	-7	-5	0.6	-7	1	-5
> Cn1cc([N+](=O)[O-])c(C(=O)NCc2cc3ccccc3[nH]2)n1
 : 3	0	5	-23	-9	5.7	-4	-3	-8

Further results:
Order of results – BaF3 tox	Ba/F3 V617F tox	NPY-Y1 PAM-ag	S1P4 antag	NPY-Y2 PAM-ag	S1P4 ag	NPY-Y1 antag	Runt-CBFb FRET	RBBP9 inhibitor
> COC(=O)c1sccc1NC(=S)Nc1cccc(F)c1
 : -3	-6	13	-14	10	-0.2	x	1	2
> COc1ccccc1/C=C/C(=O)OC(C)CN1CCOCC1 (configuration not stated)
 : 5	-5	-8	-4	3	0.1	-2	-2	-3
> C/C(=N\NC(=S)NCc1ccccc1)c1ccc2ccccc2c1OC(F)F
 : 8	-4	-5	-2	-20	0.6	12	1	-12
> Cc1nn(CC2CC2)c(=O)n1-c1ccc(Cl)cc1
 : 5	-1	19	2	4	-0.7	-1	5	5
> COC(=O)C1C(=O)c2c([nH]c(C(=O)OC3CCCCC3)c2C)CC1C (configuration not stated)
 : 4	-4	-8	-2	3	0.3	19	-1	-4
> O=C(CSc1nncn1-c1ccccc1)Nc1cc(Cl)cc(Cl)c1
 : 4	-1	7	10	4	-1.2	2	3	-8
> CCOC(=O)N1CCN(C(=O)Nc2ccccc2Cl)CC1
 : 4	8	7	-13	-24	-2.6	8	3	-1
> Cc1cccc(N2CCN(C(=O)C3CCCCC3)CC2)c1C
 : 0	-2	-15	13	-2	1.8	10	-2	-7
> Cc1c(Br)c([N+](=O)[O-])nn1C(C)C(=O)NCC1CCCO1 (configuration not stated)
 : 1	-2	-4	-4	-14	1.2	6	1	0
> O=C(CCSc1nnc2scc(-c3ccccc3)n12)NCc1ccc2c(c1)OCO2
 : 4	-4	0	-23	-3	-2.1	2	2	2
> CCOC(=O)C1(CCOc2ccccc2)CCN(Cc2ccc(C)o2)CC1
 : 6	1	4	-4	6	0.1	8	-3	5
> COc1ccccc1OCC(=O)NNC(=O)c1c(-c2ccccc2Cl)noc1C
 : 5	1	12	1	7	-0.5	2	x	-12
> Cc1ccc(N2C(=O)C(Cc3ccc(O)cc3)NC2=S)cc1C (configuration not stated)
 : 4	-2	4	-6	20	1.1	4	-3	4
> O=[n+]1cc(-c2ccccc2)n([O-])c2c1CCCCC2
 : 9	9	-16	1	0	-0.9	2	-1	-5
> CC(=O)c1ccc(N2CCN(c3ccc(S(=O)(=O)NCCN(C)C)cc3[N+](=O)[O-])CC2)cc1
 : -6	0	1	-9	5	-0.4	x	2	0
> Cc1cc(C(=O)CSc2nnc(-c3ccc4c(c3)OCO4)o2)c(C)n1-c1ccc(F)cc1
 : -1	-2	5	-6	-14	1.7	5	6	-5
> CC(=O)Nc1ccc(S(=O)(=O)NCC2CCC(C(=O)NC(C)c3ccc4c(c3)OCCO4)CC2)cc1 (configuration not stated)
 : 8	2	-3	7	-17	-0.8	-4	0	-1
> Cc1cccc(N2C(=O)CN=C2Nc2nc(C)cc(C)n2)c1
 : 4	-2	-22	4	-1	1.1	0	0	-7
> CCCCOc1ccc(/C(O)=C2/C(=O)C(=O)N(CCCOC)C2c2ccncc2)cc1 (configuration not stated)
 : 11	0	-13	-20	2	1.9	0	1	-4
> COc1cc(CNCCc2ccc(S(N)(=O)=O)cc2)ccc1OCc1ccc(Cl)cc1
 : 12	1	1	-5	-9	1.7	1	1	-7
> CCN(C(=O)CSc1nnnn1-c1cc(C)ccc1OC)C1CCS(=O)(=O)C1 (configuration not stated)
 : 6	-2	14	-4	8	1.6	3	-3	0
> CNc1cc(CSc2ccc(Cl)cc2)nc(C)n1
 : 2	-4	18	5	18	0.1	4	1	-8
> COc1ccc(C2C(C(=O)N3CCCC3)c3cc(OC)c(OC)cc3C(=O)N2C)cc1 (configuration not stated)
 : 8	1	-1	-13	-17	1.6	0	1	6
> Cc1ccc(-n2[nH]c(C)c(C=Nc3ccc4[nH]c(=O)[nH]c4c3)c2=O)cc1C
 : 8	5	-19	-8	-15	-1.1	0	-108	1
> O=C(OCCN1C(=O)c2ccccc2C1=O)C1CCN(S(=O)(=O)c2cccs2)CC1
 : -1	-1	0	-10	-10	0.1	1	-1	-7
> COc1ccc(-c2nnc(SCc3nnc(-c4ccccc4)o3)n2C)cc1OC
 : 3	1	-15	-5	-7	1.1	3	0	-11
> COc1ccc(C(=O)N/N=C/c2ccc(OC)c(CN3CCN(c4ccc(F)cc4)CC3)c2)cc1
 : 4	-5	-10	-9	6	0.1	-6	-1	1
> Cc1oc(-c2ccccc2Cl)nc1CN(Cc1ccccn1)C[C@@H]1CCC(=O)N1
 : 4	3	-2	-9	6	0.0	10	2	-6
> CC(C)CNc1c(N)c(=O)oc2ccccc12
 : 4	3	-9	2	-7	2.5	6	-2	-4
> CN1CCN(/N=C/c2ccc(OCc3ccccc3)cc2)CC1
 : -7	-3	13	-6	-14	0.3	x	0	7
> CSCCC(NC(=O)c1ccccc1)C(=O)NCc1ccco1 (configuration not stated)
 : 4	6	-23	5	4	-0.1	1	2	0
> O=C(CSc1nc(-c2ccc(F)cc2)cs1)NC(=O)NCc1ccco1
 : 5	-3	-38	6	-22	-0.3	9	10	-2
> CN(c1ncc(C(F)(F)F)cc1Cl)N1C(=O)c2cccc(N)c2C1=O
 : 10	7	-3	-3	-7	-0.1	-1	15	-6
> CCCCNC(=O)CN(C1CCCCC1)S(C)(=O)=O
 : 6	0	9	-16	8	-0.3	3	0	4
> O=C1CC(c2ccc(S(=O)(=O)NCc3ccncc3)cc2)CN1 (configuration not stated)
 : 12	5	-4	-12	-7	-2.4	-5	1	-11
> CCOc1cc(NC(=O)c2ccco2)c(OCC)cc1NC(=O)CCC(=O)NCc1cccnc1
 : -2	-1	5	-15	-3	1.1	-8	0	-5
> O=C(c1cccc2c1-c1ccccc1C2)N1CCCCC1
 : -2	-4	9	-1	-12	1.1	x	0	3

Assay outcomes from PubChem.
